# Screens deposited in PubChem by National Center for Advancing Translational Sciences (NCATS).
# Nrf2 activator = activates Nrf2 signaling. AREc32 ARE-luciferase reporter (MCF7-derived line), luminescence, 24 h. actives 0.31% (n = 410,000). Potency, µM (top dose mostly 46.1 µM), inactives show top-dose activation, hits mostly activators; note: potency is the fitted concentration of half-maximal effect; % of control where 0% means no effect; nearly all actives have a fitted effect of over 65% in size
#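 Luciferase luminescence (Steady-Glo, 30 min at room temperature) served as the read-out of ARE activation in AREc32 cells treated with compounds for 24 hr at 37 deg C.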
# CCT chaperon mod = cytosolic chaperonin activity modulation; AID 651819; purified chaperonin ATPase assay, HTRF ADP detection, 30 min; activity change, % (concentration not given with the values), hits read low; actives 0.3% (n = 360,000); in the data active = activity change below about -30%; note: % is set by controls: 0 for no effect and ±100 for the full control effect
#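 Enzyme 40 or 20 nM (batch-dependent) in Tris pH 7.4/KCl/MgCl2/DTT; cpd 76 uM single point; ATP 10 uM; 30 min 37 °C; Transcreener ADP HTRF detection, 30 min RT; ratio 665/615.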
# Nrf2 block = blocks Nrf2 signaling. actives 2.1% (n = 360,000). A549 ARE-Fluc reporter, luciferase luminescence, 18-24 h. Potency, µM (doses to about 46 µM), inactives show at the highest dose activity change, negative = inhibition, usual class: inhibitors; note: potency is the fitted concentration of half-maximal effect; % is set by controls: 0 for no effect and ±100 for the full control effect; nearly all actives have a fitted effect of over 60% in size
#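 Reporter: ARE-Fluc in A549. Exposure: 18-24 h, 37 °C, 5% CO2, 5% FBS OPTI-MEM. Readouts: fluorescent cytotoxicity (CellTiter-Fluor), then luminescent Nrf2 signal after BugLite.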
# A549 viability = counter-screen for Nrf2 inhibitors: cytotoxicity in A549 cells. A549 ARE-Fluc cells, CellTiter-Fluor viability, 18-24 h. Potency, µM (series often up to 46 µM), for inactives: at the highest dose activity change, negative = cytotoxicity, hits mostly inhibitors. actives 0.16% (n = 390,000). AID 504648; note: potency is the fitted concentration of half-maximal effect; % is set by controls: 0 for no effect and ±100 for the full control effect
#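 A549 ARE_Fluc cells in 5% FBS OPTI-MEM were exposed to compounds in concentration-response for 18-24 h at 37 deg C. Viability was read by CellTiter-Fluor fluorescence (Ex 405/Em 525) after 30 min, before the luciferase read.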
# EPAC2 ag = activates human EPAC2 exchange factor | EPAC2 activation, biochemical qHTS; response scale: 100% = 6.5 mM cAMP response | Potency, µM (titrated, usually from 154 µM), inactives show at the top dose activation, hits mostly activators | actives 0.079% (n = 360,000) | Q8WZA2; note: potency is the fitted concentration of half-maximal effect; nearly all actives have a fitted effect of over 50% in size
# Target sequence (Q8WZA2 whole entry, looked up): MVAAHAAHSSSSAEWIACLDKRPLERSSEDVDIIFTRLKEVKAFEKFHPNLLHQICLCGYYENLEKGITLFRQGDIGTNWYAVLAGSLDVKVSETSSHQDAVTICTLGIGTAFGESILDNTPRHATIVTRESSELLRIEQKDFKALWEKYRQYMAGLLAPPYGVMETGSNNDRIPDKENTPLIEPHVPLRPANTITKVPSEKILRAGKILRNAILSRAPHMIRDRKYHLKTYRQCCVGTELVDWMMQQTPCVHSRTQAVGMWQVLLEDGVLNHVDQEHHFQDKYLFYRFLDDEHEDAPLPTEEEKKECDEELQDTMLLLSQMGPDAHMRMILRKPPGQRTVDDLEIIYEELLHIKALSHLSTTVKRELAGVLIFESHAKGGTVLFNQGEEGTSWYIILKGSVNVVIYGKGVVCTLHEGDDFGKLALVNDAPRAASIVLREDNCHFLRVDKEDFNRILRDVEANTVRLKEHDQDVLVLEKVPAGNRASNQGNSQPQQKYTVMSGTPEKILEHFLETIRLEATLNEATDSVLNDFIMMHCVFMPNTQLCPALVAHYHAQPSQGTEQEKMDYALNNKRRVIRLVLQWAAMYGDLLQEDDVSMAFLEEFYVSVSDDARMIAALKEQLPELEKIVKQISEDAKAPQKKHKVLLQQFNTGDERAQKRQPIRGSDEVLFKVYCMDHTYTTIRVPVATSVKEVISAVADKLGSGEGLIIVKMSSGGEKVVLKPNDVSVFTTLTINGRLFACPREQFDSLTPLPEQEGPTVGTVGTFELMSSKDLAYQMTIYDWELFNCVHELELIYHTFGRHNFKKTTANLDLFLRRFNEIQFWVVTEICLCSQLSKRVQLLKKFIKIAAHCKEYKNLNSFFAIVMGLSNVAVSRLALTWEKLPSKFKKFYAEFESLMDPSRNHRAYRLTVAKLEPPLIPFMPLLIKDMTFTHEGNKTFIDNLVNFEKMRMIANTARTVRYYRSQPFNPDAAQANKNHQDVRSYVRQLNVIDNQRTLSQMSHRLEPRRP
#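 In this primary screen, activation is scored as increased exchange of BODIPY-GDP from Rap1B by 100 nM EPAC2, with 50 uM GDP as competitor. Signal is normalized to the 6.5 mM cAMP agonist control.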
# EPAC2 antagonist = blocks human EPAC2 exchange factor; Q8WZA2; EPAC2 GEF exchange of Rap1B-BODIPY-GDP, fluorescence; Potency, µM (doses to about 114 µM), for inactives: at the highest dose activity, negative = inhibition, most hits filed as inhibitors; actives 0.18% (n = 360,000); AID 720708; note: potency is the fitted concentration of half-maximal effect; % is set by controls: 0 for no effect and ±100 for the full control effect; nearly all actives have a fitted effect of over 45% in size; many of its hits are not listed in these tables
# TGFb inhibitor = blocks TGF-b signaling; HepG2 CAGA-GFP TGF-b/SMAD3 reporter, GFP fluorescence, 18 h; TGF-beta stimulated, 500 pg/mL final; Potency, µM (titrated, usually from 46.1 µM), for inactives: at the top dose activity, negative = inhibition, usual class: inhibitors; actives 1.2% (n = 410,000); note: potency is the fitted concentration of half-maximal effect; % is set by controls: 0 for no effect and ±100 for the full control effect; nearly all actives have a fitted effect of over 65% in size
#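 Smad-responsive CAGA-GFP expression was quantified in HEPG2 cells exposed to compounds and 500 pg/mL final TGF-beta for 18 h at 37 degrees C; unstimulated wells defined full inhibition.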
# Mm-Cpn inhibitor = blocks the Methanococcus maripaludis chaperonin Mm-Cpn; AID 504842; actives 0.031% (n = 330,000); purified Mm-Cpn ATPase, ADP Transcreener TR-FRET; Potency, µM (doses to about 76.9 µM), for inactives: top-dose activity, negative = inhibition, hits mostly inhibitors; note: potency is the fitted concentration of half-maximal effect; % is set by controls: 0 for no effect and ±100 for the full control effect; nearly all actives have a fitted effect of over 80% in size
#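 ATP (10 uM final) was added to archaeal chaperonin (25 nM final) after 10 min exposure to test compound at 37°C; after 30 min further incubation, ADP was detected by competitive TR-FRET.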
# pAkt inh = Akt phosphorylation inhibition; actives 0.32% (n = 360,000); Neuro2A IGF-stimulated pAkt S473 HTRF, 20 min; hits give low values; activity change, % for hits at 50 µM; in the data active = activity change below about -80%; inconclusive = mostly about -51% to -80%; note: % is set by controls: 0 for no effect and ±100 for the full control effect
#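 Single-point screen (50 µM final compound) in Neuro2A cells stimulated 20 min with 6 nM IGF at 37 deg C. After lysis, Ser473-phosphorylated Akt read by HTRF (ex 330 nm, em 615/665 nm) as the 665/615 ratio.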
# Active calls of the source: *; i = inactive; ? = inconclusive; . = no result given; [ ] = another dose, or the depositor's remark. Unless noted, calls come from the whole dose curve; as a rule, active = well fitted curve in the direction sought with a large enough effect; inconclusive = small, poorly fitted or top-dose-only effect, or another doubt; inactive = no such curve, though single readings can be large; an effect the other way counts as inactive or inconclusive. A portion of the library; the hit share may differ from the screen's.
item	SMILES	Nrf2 activator	CCT chaperon mod	Nrf2 block	A549 viability	EPAC2 ag	EPAC2 antagonist	TGFb inhibitor	Mm-Cpn inhibitor	pAkt inh
1	CCn1cc(C(=O)NCCc2ccc(Cl)cc2)c(=O)c2cc(S(=O)(=O)N(C)C)ccc21	0.0%	1.0	-3.4%	1.0%	1.9%	43.9%[activator]	-5.8%	1.6%	i
2	COc1ccc(/C=C/C(=O)NCCN=C2NS(=O)(=O)c3ccccc32)cc1	0.7%	-14.6	?	0.1%	0.9%	1.5%	29.8%	-0.6%	i
3	O=C(C1=C[C@@H](C2CCCCC2)C[C@@H](OCCCCO)O1)N1CCN(Cc2ccc3c(c2)OCO3)CC1	1.2%	-3.0	?	-1.5%	9.7%	-4.2%	-0.5%	.	i
4	CCOC(=O)C1(C)CCCCCN1C(=O)c1ccc(Cl)nc1 (stereo not given)	0.1%	0.8	.	.	2.3%	4.4%	1.5%	.	i
5	O=C1C2C3C=CC(C4CC34)C2C(=O)N1/N=C/c1c[nH]c2ccccc12 (stereo not given)	6.4%	-0.9	?	-5.4%	9.9%	5.3%	2.3%	3.0%	i
6	CCCCn1cc(S(=O)(=O)c2ccc(C)c(C)c2)c(=O)c2cc(F)c(N(CC)CC)cc21	-0.6%	.	25.9µM*	-25.7%	.	.	-22.1%	.	.
7	COc1ccc(-c2ccc(Nc3ccc(C(=O)N4CCOCC4)cc3)nn2)cc1OC	8.2%	-2.3	?	-13.1%	13.0%	0.1%	1.9%	0.5%	i
8	COc1ccc(C2CC(=O)CC(=O)C2n2cncn2)cc1 (stereo not given)	0.0%	-0.3	-6.3%	0.0%	-4.8%	1.4%	-29.6%	-0.8%	i
9	O=C(Nc1ccc2[nH]c(=O)[nH]c2c1)c1cccc([N+](=O)[O-])c1	-0.4%	0.9	-0.1%	3.0%	1.3%	6.6%	-0.4%	2.7%	i
10	Cc1ccc(Sc2ncccc2C(=O)NC2CCCCCC2)cc1C	-0.2%	-2.0	-4.3%	-5.3%	2.5%	12.4%	0.0%	2.3%	i
11	CC(C)OC(=O)NS(=O)(=O)c1cccc([N+](=O)[O-])c1	-0.2%	0.0	-23.7%	0.8%	5.8%	0.6%	3.0%	1.5%	i
12	Cc1ccc2nsnc2c1S(=O)(=O)N1CCOCC1	-0.9%	-0.9	?	3.9%	0.7%	12.5%	-6.5%	1.5%	i
13	COc1ccc(OC)c(S(=O)(=O)N2c3ccccc3CC2C)c1 (stereo not given)	0.0%	-5.1	-5.8%	2.8%	18.3%	-6.4%	-3.6%	-2.2%	i
14	O=S(=O)(c1ccc(Br)cc1)c1nc(-c2ccco2)oc1NCC1CCCO1 (stereo not given)	-0.9%	1.6	8.2%	4.6%	-1.2%	8.1%	1.6%	0.5%	i
15	CCCOc1ccc(/C(O)=C2/C(=O)C(=O)N(CCN(C)C)C2c2ccco2)cc1 (stereo not given)	2.3%	0.9	-6.3%	-2.8%	6.6%	8.2%	-18.6%	-1.1%	i

# Single entries from the list:
# compound 6 | TGFb inhibitor: -22.1%
# compound 3 | Nrf2 activator: 1.2%
# compound 10 | Mm-Cpn inhibitor: 2.3%
# compound 13 | A549 viability: 2.8%

# (cont.)
item	SMILES	Nrf2 activator	CCT chaperon mod	Nrf2 block	A549 viability	EPAC2 ag	EPAC2 antagonist	TGFb inhibitor	Mm-Cpn inhibitor	pAkt inh
16	CC(C)CCNC(=O)C(c1ccncc1)N(C(=O)Cn1nnc(-c2ccc(F)cc2)n1)c1ccccc1F (stereo not given)	-0.9%	0.0	-24.7%	-15.8%	-5.0%	17.5%	1.4%	0.8%	i
17	CC(=O)c1ccc(NC(=O)CN2CCN(c3ccccc3)CC2)cc1	0.0%	-33.6*	-18.2%	-3.0%	9.1%	3.0%	10.5%	-0.1%	i
18	CCSC1=NCCN1C(=O)c1ccc(S(=O)(=O)N(C)C)cc1	0.0%	-1.6	0.5%	-3.9%	4.9%	1.3%	-13.6%	2.3%	i
19	Cc1ccc(NC(=O)NNS(=O)(=O)c2ccc(Br)cc2)cc1	0.1%	-3.9	0.1%	5.1%	15.2%	-4.9%	0.4%	0.1%	i
20	COCCCN=C1NN=C(c2cc(C)n(Cc3ccco3)c2C)CS1	-0.9%	-1.3	?	-17.3%	5.9%	-11.7%	?	-0.3%	i
21	COc1ccc(Br)cc1CN(C)CC(=O)Nc1cccc(S(=O)(=O)N2CCCC2)c1	4.6%	-1.7	?	-4.3%	6.9%	1.2%	?	-6.5%	i
22	COC(=O)[C@@H](NC(=O)c1ccccc1)[C@@H](C)O	-0.6%	-0.7	3.2%	-1.2%	5.9%	5.8%	-1.0%	0.1%	i
23	O=C(CSc1nccc(=O)[nH]1)NC1CCCc2ccccc21 (stereo not given)	0.3%	-4.3	3.3%	0.1%	6.2%	-1.1%	-14.5%	0.0%	i
24	CN(Cc1ccc(F)cc1)C(=O)c1cc(COc2ccc(F)cc2F)on1	0.1%	-1.1	-17.8%	0.7%	2.1%	-1.0%	-1.6%	-1.9%	i
25	O=C(CN(C(=O)CCC(=O)Nc1nccs1)c1cccc(F)c1)NCc1ccc2c(c1)OCO2	0.3%	-1.7	12.7%	8.8%	15.5%	-13.6%	-5.7%	0.3%	i
26	COc1cnn(-c2cc(Oc3ccc(C)cc3)ncn2)c(=O)c1Cl	2.8%	-1.8	20.9%	-6.6%	3.2%	9.0%	-9.5%	-1.0%	i
27	CC1(c2ccc(C#N)cc2)NC(=O)N(CC(=O)Nc2cc(S(=O)(=O)N3CCOCC3)ccc2Cl)C1=O (stereo not given)	0.1%	0.6	-13.2%	-1.6%	3.9%	2.9%	-27.9%	0.1%	i
28	CC1=CC(C)(C)N(C(=O)CSc2ncn[nH]2)c2ccccc21	0.0%	-2.1	7.3%	-0.8%	12.1%	-2.0%	6.7%	3.4%	i
29	CCSC1=N/C(=C\c2cccnc2)C(=O)N1c1ccccc1	1.9%	-1.3	3.9%	-2.0%	-8.3%	-3.5%	-0.1%	0.4%	i
30	O=C(CSc1nnc(-c2ccccc2F)n1C1CC1)NCc1ccco1	12.2%	1.0	0.0%	-1.1%	9.5%	-5.8%	18.7%	-1.0%	i

# Screen by screen, quoted from above:
# EPAC2 antagonist, nos. 17–27 → 3.0%, 1.3%, -4.9%, -11.7%, 1.2%, 5.8%, -1.1%, -1.0%, -13.6%, 9.0%, 2.9%

# Next records follow:
item	SMILES	Nrf2 activator	CCT chaperon mod	Nrf2 block	A549 viability	EPAC2 ag	EPAC2 antagonist	TGFb inhibitor	Mm-Cpn inhibitor	pAkt inh
31	CC(=O)N(Cc1c(C#N)c2ccccc2n1C)c1ccccc1	0.0%	1.3	-5.9%	0.3%	-4.3%	12.1%	-0.9%	-0.4%	i
32	COC(=O)C1=C(C)N(c2ccc(OC)cc2)C(C)=C(C(=O)OC)C1c1ccccc1	4.9%	-1.1	-16.1%	-3.5%	11.9%	?	?	-1.8%	i
33	COc1ccc(/C=N/N=C2\CC3CCC2(C)C3(C)C)cc1O (stereo not given)	0.5%	0.4	13.9%	7.2%	-1.3%	-0.2%	-6.3%	0.1%	i
34	Cc1ccc(C(=O)CSc2nnc(-c3ccccc3N)n2C)cc1	0.4%	-2.2	2.2%	0.4%	4.4%	0.9%	-8.0%	0.8%	i
35	Oc1c(Br)cc(Br)cc1CNc1ccccn1	9.1%	0.2	3.7%	0.6%	14.3%	?	-16.3%	-0.2%	i
36	N/C(=N\OC(=O)c1cccs1)C1(c2ccc(Cl)cc2Cl)CC1	0.1%	0.7	1.4%	4.4%	20.6%	3.0%	-0.7%	0.9%	i
37	Cc1cccc(-c2nnc(SCC(=O)Nc3nc4c(s3)CCCC4)n2C)c1	2.0%	-1.3	-12.8%	-25.8%	3.5%	-5.3%	0.0%	0.7%	i
38	COc1ccc(C)cc1S(=O)(=O)N1CCN(c2cccc(Cl)c2)CC1	0.9%	.	-21.5%	0.5%	.	.	?	.	.
39	OCCC1CN(Cc2cccn2-c2nccs2)CCN1CCc1ccccc1 (stereo not given)	1.5%	-2.8	4.5%	11.8%	5.8%	20.9%	-0.5%	-0.4%	i
40	COc1ccc(CNC(=O)c2cc(C)nc3ccccc23)cc1OC	-0.5%	0.9	-22.8%	-5.8%	3.8%	6.3%	?	0.2%	i
41	COc1ccc(-c2nc(CS(=O)(=O)CC(=O)NCCCc3ccccc3)c(C)o2)cc1	-0.1%	0.4	-5.3%	0.3%	-0.4%	-8.6%	-12.5%	1.2%	i
42	O=C(O)c1cccnc1SC1CC(=O)N(Cc2ccccc2)C1=O (stereo not given)	-0.8%	1.1	5.2%	7.1%	-0.5%	4.9%	3.9%	-1.4%	i
43	O=C1CC(c2ccccc2)c2cccc(F)c21 (stereo not given)	0.0%	0.6	6.3%	-0.7%	7.9%	-19.3%	-3.7%	-0.1%	i
44	CCc1nc(C)cn1S(=O)(=O)c1ccc2c(c1)OCCO2	0.0%	0.2	3.7%	4.0%	7.1%	3.5%	-14.9%	.	i

# Profiles as entered above. Order of values: Nrf2 activator	CCT chaperon mod	Nrf2 block	A549 viability	EPAC2 ag	EPAC2 antagonist	TGFb inhibitor	Mm-Cpn inhibitor	pAkt inh
# Entry for OCCC1CN(Cc2cccn2-c2nccs2)CCN1CCc1ccccc1 (stereo not given) = 1.5%	-2.8	4.5%	11.8%	5.8%	20.9%	-0.5%	-0.4%	i
# Entry for O=C(O)c1cccnc1SC1CC(=O)N(Cc2ccccc2)C1=O (stereo not given) = -0.8%	1.1	5.2%	7.1%	-0.5%	4.9%	3.9%	-1.4%	i
# Entry for COc1ccc(/C=N/N=C2\CC3CCC2(C)C3(C)C)cc1O (stereo not given) = 0.5%	0.4	13.9%	7.2%	-1.3%	-0.2%	-6.3%	0.1%	i
# Entry for O=C1CC(c2ccccc2)c2cccc(F)c21 (stereo not given) = 0.0%	0.6	6.3%	-0.7%	7.9%	-19.3%	-3.7%	-0.1%	i
